From PubChem
TROY NFkB inh – inhibitors of TROY-dependent NF-kB signaling; Q293 LMP1-TROYcd NF-kB luciferase reporter, 4 h; inhibition, % at 10 µM; 0.98% of 360,000 active; AID 1347056;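 active = compounds whose plate-normalised and pattern-corrected inhibition of the luciferase reporter signal at the single screening dose is 50% or more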
Shn3 inh set2 – reduces Shn3 3'UTR luciferase signal in osteoblasts; AID 588674; inhibition, % at 12.5 µM; Clone20 osteoblast Shn3 3'UTR firefly luciferase, 24 h; 0.52% of 360,000 active;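 active = mean inhibition of at least 75% with every replicate also reaching 75%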;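 note: 0% = median of neutral control wells and 100% = pilot-screen positive control compound; some compounds past the cut are filed as inactive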
KKLEB tox – reduces viability of KKLEB cystic fibrosis airway cells; KKLEB CF airway cells viability, ATPlite luminescence, overnight; stronger effect = lower value; cells stimulated with P. aeruginosa culture filtrate; activity change (cytotoxicity), % at 5 µM; 0.36% of 360,000 active; AID 602141;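 active = corrected activity change at or below -50% at 5 µM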
NR2F2 inh – inhibitors of human COUP-TFII (NR2F2); HEK293T NGFI-A luciferase reporter, luminescence; AID 686940; inhibition, % at 8.6 µM; P24468; 0.7% of 370,000 active;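 active = inhibition above a per-plate cutoff, mean inhibition of test wells between control levels plus 3 SD, cut at about 38% in these data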;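 note: cells cotransfected with COUP-TFII expression vector driving the NGFI-A reporter; 0% = median of COUP-TF2 test wells and 100% = reporter-only cells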
Target sequence (P24468 whole entry, looked up): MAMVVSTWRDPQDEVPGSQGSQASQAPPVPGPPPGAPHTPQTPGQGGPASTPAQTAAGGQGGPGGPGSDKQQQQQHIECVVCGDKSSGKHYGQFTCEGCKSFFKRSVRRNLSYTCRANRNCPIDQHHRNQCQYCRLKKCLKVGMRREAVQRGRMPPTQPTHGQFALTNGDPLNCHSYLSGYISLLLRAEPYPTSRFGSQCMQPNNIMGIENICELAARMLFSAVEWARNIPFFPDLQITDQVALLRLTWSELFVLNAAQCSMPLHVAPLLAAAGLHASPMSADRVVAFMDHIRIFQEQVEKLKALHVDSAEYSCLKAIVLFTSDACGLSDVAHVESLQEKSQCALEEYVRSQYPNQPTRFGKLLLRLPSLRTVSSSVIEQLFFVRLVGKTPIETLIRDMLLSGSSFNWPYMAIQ
EBV LMP1 NFkB – Epstein-Barr LMP1 NF-kappaB reporter inhibition | AID 504558 | LMP1-induced NF-kappaB luciferase reporter cells, luminescence | inhibition, % at 12.5 µM | 0.69% of 350,000 active; in the data active = inhibition above about 41%;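 note: 0% = neutral control wells and 100% = reference inhibitor control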
TWEAK Fn14 block – TWEAK-Fn14 signaling inhibition; 2% of 360,000 active; inhibition, % at 10 µM; TWEAK-stimulated Fn14 reporter cells, luciferase luminescence, 8 h; in the data active = inhibition above about 50%
SRC3 inh – inhibitors of human steroid receptor coactivator 3 (SRC3); Q9Y6Q9; HEK293 GAL4-SRC3 luciferase reporter, luminescence; inhibition, % at 3.6 µM; 0.17% of 360,000 active; AID 588352;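 active = inhibition above a per-campaign cutoff, the mean of all compounds plus 3 SD, cut at about 60% in these data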;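 note: 0% = DMSO-treated cells and 100% = gossypol-treated cells at 36 µM; higher means less SRC3-driven luciferase light from the GAL4 reporter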
NR5A2 inv ag – inverse agonists of human LRH-1 (NR5A2); O00482; HEK293T StAR-luciferase reporter, LRH-1 transfected, 24 h; inhibition, % at 3.6 µM; 0.13% of 360,000 active; AID 602396;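 active = inhibition above the mean inhibition of all tested compounds plus 3 SD, cut at about 73% in these data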;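 note: 0% = DMSO wells and 100% = reporter-only cells lacking LRH-1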
Target sequence (O00482 whole entry, looked up): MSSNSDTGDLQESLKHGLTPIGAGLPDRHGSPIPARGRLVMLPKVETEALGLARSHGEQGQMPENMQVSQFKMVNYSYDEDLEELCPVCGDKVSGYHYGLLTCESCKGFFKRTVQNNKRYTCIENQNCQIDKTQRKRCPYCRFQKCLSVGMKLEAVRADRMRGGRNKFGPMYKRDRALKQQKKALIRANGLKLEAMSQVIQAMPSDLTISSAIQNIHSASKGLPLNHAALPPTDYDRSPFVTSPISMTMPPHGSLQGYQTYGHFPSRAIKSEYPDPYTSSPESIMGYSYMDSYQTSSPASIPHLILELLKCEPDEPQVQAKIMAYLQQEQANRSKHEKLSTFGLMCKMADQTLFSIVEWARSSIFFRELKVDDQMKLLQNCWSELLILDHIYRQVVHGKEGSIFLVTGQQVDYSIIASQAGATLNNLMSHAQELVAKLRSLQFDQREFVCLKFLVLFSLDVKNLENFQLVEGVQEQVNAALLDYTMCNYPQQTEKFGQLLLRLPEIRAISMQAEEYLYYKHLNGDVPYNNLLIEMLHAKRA
CF NFkB block – inhibitors of cystic fibrosis induced NF-kB | KKLEB NF-kB-GFP reporter, PAF-induced, GFP fluorescence overnight | inhibition, % at 5 µM | 0.86% of 360,000 active | AID 588850;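 active = at least 50% inhibition at 5 µM, scaled per plate between neutral and stimulator controls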;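 note: PAF is a Pseudomonas aeruginosa culture filtrate used as stimulus; plate controls were PAF-stimulated DMSO wells for no effect and unstimulated DMSO wells for full effect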
NCOA1 inh – inhibitors of human steroid receptor coactivator 1 (SRC1); 0.12% of 360,000 active; HEK293 GAL4-SRC1 luciferase reporter, luminescence; inhibition, % at 3.6 µM; Q15788;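 active = inhibition above the campaign mean plus 3 SD, with each screening campaign given its own cutoff, cut at about 60% in these data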;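 note: 0% = DMSO treated cells and 100% = gossypol at 36 µM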
C8 TRAIL sens – caspase-8 TRAIL sensitization; NB7+C8 cells + TRAIL, ATPlite viability luminescence; inhibition (viability loss, TRAIL sensitization), % at 10 µM; 1% of 360,000 active; AID 624354;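 active = compounds causing at least 50% loss of cell viability in the single-dose screen, relative to plate controls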
Starred values were filed as active, the others as inactive; · = no result given.

SMILES | TROY NFkB inh | Shn3 inh set2 | KKLEB tox | NR2F2 inh | EBV LMP1 NFkB | TWEAK Fn14 block | SRC3 inh | NR5A2 inv ag | CF NFkB block | NCOA1 inh | C8 TRAIL sens
CC(C)CN(C(=O)COC(=O)CCc1c[nH]c2ccccc12)c1c(N)n(Cc2ccccc2)c(=O)[nH]c1=O | -2.9 | -8.0 | -6.0 | 23.6 | -5.4 | 10.3 | 6.1 | 11.3 | 10.0 | -17.2 | -1.7
COc1cc(NC(=O)Nc2ccccc2)c(OC)cc1NC(=O)CN1CCCCC1 | · | 11.9 | 12.3 | -14.9 | -3.9 | 78.0* | -12.3 | -2.3 | -15.0 | 3.9 | -6.9
Cc1ccc(S(=O)c2snnc2C)cc1 (stereo unspecified) | -11.7 | -2.8 | -12.9 | 1.1 | -1.0 | 7.4 | 7.1 | 16.0 | 8.1 | 7.3 | -11.9
Cc1ccc(S(=O)(=O)N[C@H](C(=O)OCC(=O)NC(=O)NCc2ccco2)C(C)C)cc1 | -2.6 | 8.7 | 14.6 | -14.6 | 5.8 | 12.5 | -18.0 | -7.8 | -23.9 | -6.0 | 2.5
CCCN(C(=O)c1cc2c(s1)CCC2)c1c(N)n(Cc2ccccc2)c(=O)[nH]c1=O | 8.3 | -12.8 | 2.6 | -3.5 | -13.0 | 4.0 | -4.5 | -17.1 | -22.0 | -29.8 | -2.1
CN(C)S(=O)(=O)c1ccc(C(=O)OCC(=O)Nc2ccc3c(c2)OCO3)cc1 | -5.8 | -7.3 | 3.4 | 4.0 | 4.7 | -12.0 | 9.9 | -3.8 | 1.7 | -16.3 | 2.3
CC1=C2C3OC(=O)C(C)[C@@H]3CC[C@](C)(O)C2C2C3C4C5(C12)[C@H]1OC(=O)[C@@H](C)C1CC[C@]4(C)O[C@]5(C)[C@@H]3O (stereo partly specified) | 1.8 | -0.9 | 3.7 | 9.8 | 10.3 | 1.4 | 3.1 | 1.0 | -16.5 | -18.5 | 1.1
COC(=O)C1=C(C(=O)OC)[C@@H]2N(C)c3ccccc3[C@@]23C[C@@H](C(=O)OC)N(C(C)=O)C3=N1 | 7.8 | -18.4 | -10.0 | 0.8 | -15.0 | -3.6 | -9.2 | 0.2 | -3.9 | -6.0 | 7.1
O=C(COc1ccc([N+](=O)[O-])cc1)Nc1ccccc1C(=O)NC1CC1 | -42.1 | 5.5 | 10.8 | -1.9 | -2.2 | -11.5 | 9.8 | 16.9 | -38.8 | 33.4 | -6.5
O=C(OCC(=O)N1CCc2ccccc21)c1ccc[nH]c1=O | -17.1 | 9.1 | 7.5 | -16.8 | -2.9 | -6.2 | 12.1 | 8.3 | -16.4 | -9.7 | -12.8
NCCCNCCCCNCCCN | -11.7 | 2.9 | -5.0 | 6.1 | -6.6 | 2.6 | 4.5 | -3.6 | -26.3 | -2.7 | 14.1
Cc1c(Br)c(=O)oc2c(Br)c(O)c(O)cc12 | 4.4 | -3.2 | -0.7 | -5.8 | -1.7 | -13.9 | 18.5 | -4.7 | 1.7 | -18.0 | 10.1
CC(C)CC1C(C#N)=C(N)OC2=C1C(=O)CC(c1ccccc1)C2 (stereo unspecified) | -26.8 | 12.0 | 4.7 | 2.0 | -5.9 | 5.5 | -1.5 | -14.8 | 3.0 | -35.5 | -1.4
Cc1cc(C(F)(F)F)nc(CCNC(=O)C2CCC(=O)N(Cc3cccc(F)c3)C2)n1 (stereo unspecified) | 8.3 | 1.4 | 18.7 | 14.1 | 5.7 | -5.9 | -2.8 | 5.3 | -20.4 | -6.7 | 6.9
COc1cc(-c2cnc3c(NC=O)cc(-c4ccsc4)cn23)cc(OC)c1OC | 16.0 | 8.4 | -21.9 | -38.1 | · | 17.8 | -4.8 | 14.6 | 23.5 | -5.2 | 12.2

Reprinted from the part before: 2 entries, followed by the next part.
SMILES | TROY NFkB inh | Shn3 inh set2 | KKLEB tox | NR2F2 inh | EBV LMP1 NFkB | TWEAK Fn14 block | SRC3 inh | NR5A2 inv ag | CF NFkB block | NCOA1 inh | C8 TRAIL sens
Cc1cc(C(F)(F)F)nc(CCNC(=O)C2CCC(=O)N(Cc3cccc(F)c3)C2)n1 (stereo unspecified) | 8.3 | 1.4 | 18.7 | 14.1 | 5.7 | -5.9 | -2.8 | 5.3 | -20.4 | -6.7 | 6.9
COc1cc(-c2cnc3c(NC=O)cc(-c4ccsc4)cn23)cc(OC)c1OC | 16.0 | 8.4 | -21.9 | -38.1 | · | 17.8 | -4.8 | 14.6 | 23.5 | -5.2 | 12.2
Cc1c(-c2ccccc2)[n+](=O)c(-c2ccco2)c(C)n1[O-] | -34.4 | -6.4 | -13.3 | 8.4 | 5.9 | -11.3 | 16.3 | -28.9 | -6.2 | -6.2 | -1.7
O=C(COC(=O)Cc1cccs1)Nc1ccc(F)c(F)c1F | 5.2 | 3.5 | 8.8 | -14.2 | -4.6 | 7.5 | -6.8 | 5.5 | -2.0 | -9.3 | -9.0
CC(C)c1ccc(N(C(=O)c2snc(C(N)=O)c2N)C(C(=O)NCC2CCCO2)c2ccc(N(C)C)cc2)cc1 (stereo unspecified) | 19.4 | -8.5 | -2.1 | 5.1 | -6.1 | 26.8 | -2.8 | 3.3 | -5.7 | 12.1 | 25.3
COc1ccc2c(-c3ccccc3)cc3nnnn3c2c1 | -22.3 | 18.5 | -14.1 | -6.4 | 9.4 | -15.2 | -0.1 | 23.2 | -27.6 | -3.1 | 3.6
O=C(N/N=C/c1ccccc1OCC(=O)N1CCCC1)C(=O)Nc1ccccc1F | -47.1 | 6.1 | 1.1 | 9.3 | 1.0 | -9.1 | 1.4 | -29.8 | -11.8 | -9.3 | -2.0
COc1ccc(CN(CC(=O)NCc2ccco2)C(=O)CCC(=O)Nc2ccccn2)cc1 | -37.0 | -6.9 | -1.1 | -6.7 | 3.9 | 5.3 | 25.0 | 5.5 | -2.4 | -12.4 | -4.0
CC(C)(C)OC(=O)N1CCC(CC2CC(c3ccc(Cl)cc3)=NO2)(C(=O)NCC2CCCCC2)CC1 (stereo unspecified) | -13.5 | -4.4 | 3.4 | -13.4 | -1.6 | -43.0 | -7.8 | -43.4 | -12.9 | -13.3 | 21.9
CCCCn1c2nc3ccccc3nc2c2c(=N)oc(C)nc21 | -8.6 | -17.1 | -0.6 | 18.8 | 6.6 | 23.3 | -18.2 | 14.6 | 3.7 | -7.6 | -23.1
Cc1nc(SCc2c(F)cccc2Cl)c2c(=O)n(C)c(=O)n(C)c2n1 | -3.7 | 26.5 | -20.8 | -8.7 | -53.6 | 28.0 | 18.3 | 19.8 | 12.3 | -0.9 | 13.8
CCN1CCN(C(c2ccccc2OC)c2nnnn2C2CCCCC2)CC1 (stereo unspecified) | -3.4 | 0.3 | 8.6 | -1.9 | -9.1 | 2.8 | 2.2 | -15.8 | 5.3 | -0.7 | -3.1
COC[C@@H]1CCCN1[C@H]1CS(=O)(=O)N[C@@H]1COCc1ccccc1 | -4.0 | -14.4 | -8.2 | -7.6 | · | -15.0 | 23.9 | -3.0 | -2.3 | 3.6 | 8.5
COc1ccc(-n2nnnc2CNC(=O)C(=O)c2c[nH]c3ccccc23)cc1 | 9.7 | -5.7 | -4.3 | 21.3 | -2.3 | -4.8 | -17.9 | -1.5 | -17.8 | -23.6 | -9.2
CCc1noc(C)c1C(=O)OCC(=O)N(CC)c1c(N)n(Cc2ccccc2)c(=O)[nH]c1=O | 9.4 | -10.7 | 0.6 | -13.0 | -4.7 | 3.2 | 15.7 | -2.0 | -18.2 | -7.4 | -11.6
O=C(CSc1n[nH]c(=O)[nH]c1=O)Nc1ccc(C(=O)O)cc1 | -8.2 | -15.3 | 4.9 | -0.5 | -4.4 | -12.4 | 8.4 | 17.2 | -24.3 | -44.6 | 4.8
CC(C)C(=O)N1CCN(c2ccc([N+](=O)[O-])cc2Cl)CC1 | -9.8 | 27.9 | 4.1 | 1.1 | 12.1 | -6.5 | 7.0 | 1.7 | 4.8 | 7.7 | 14.6
CCC(=O)N1CCC2(CC1)Oc1ccc(Cl)cc1C(=O)C21CC(c2ccccc2)=NO1 (stereo unspecified) | -6.6 | 19.1 | -5.4 | -37.5 | 3.0 | -24.9 | 7.3 | 6.8 | 5.5 | -3.2 | 1.8
Cc1ccc2c(c1)c(N=NC(N)=O)c(O)n2C | -19.8 | -3.8 | -2.5 | 3.8 | -13.4 | -1.3 | 8.6 | 0.4 | -27.9 | 0.3 | -1.6
COc1cccc(C(=O)NCCS(=O)(=O)NCc2ccc(Cl)cc2)c1 | 0.8 | -6.7 | -0.9 | 5.0 | -16.1 | -14.5 | 22.5 | 9.1 | -4.6 | 8.6 | -11.2
CCn1c(CSCc2ccc(C)cc2)nnc1SCC(=O)NCc1ccccc1 | 6.4 | 6.3 | -4.2 | 8.8 | -0.3 | -1.0 | 12.9 | -4.9 | -7.3 | -3.7 | 1.8
CC1CCCC(NC(=O)COC(=O)c2cccc(S(=O)(=O)N3CCCCC3)c2)C1C (stereo unspecified) | 9.6 | -18.3 | 1.7 | -1.4 | 4.6 | -0.8 | -2.2 | 10.2 | -9.1 | -10.8 | -1.5
Cc1cc2oc(=O)cc(CN3CCN(S(=O)(=O)c4cccs4)CC3)c2cc1C | 12.5 | 0.4 | 4.5 | 6.4 | 3.1 | 31.6 | -2.6 | -1.7 | 9.9 | -7.9 | 15.7
COC(=O)Cc1ccc(OC2(C)CCN(Cc3csc4ccccc34)C2)cc1 (stereo unspecified) | 2.1 | 27.7 | -1.0 | 6.1 | · | -9.3 | 1.6 | -20.0 | 6.1 | -0.8 | 28.7
CCCC[C@@H](CNC)NC[C@H](Cc1ccc(O)cc1)NCCc1ccc(OCC)cc1 | 4.7 | 17.4 | -11.8 | 6.9 | -14.5 | -6.9 | -6.7 | 13.2 | 12.4 | -66.2 | 15.5
N#Cc1cc2c(nc1SC1CCCCC1O)CCCC2 (stereo unspecified) | 1.4 | 2.5 | 3.2 | -3.8 | 11.7 | 0.8 | -40.3 | 3.9 | 10.6 | -3.2 | -3.4
CC(C)[C@@H]1Cc2[nH][nH]c(=O)c2[C@H](c2ccc(F)cc2)O1 | -1.4 | · | · | 0.8 | · | -12.7 | · | 1.4 | · | · | -12.9
Cc1ccc(C(=O)Cc2ccccc2)cc1 | -49.5 | -29.5 | -8.5 | -28.0 | -6.5 | -22.1 | -29.1 | -34.5 | -2.2 | -27.9 | -21.1
CCN1CCN(c2ccc(NC(=O)COc3ccc(Cl)cc3C)cc2)CC1 | 0.4 | -7.0 | -11.1 | 8.8 | 2.9 | -6.9 | 0.6 | 25.0 | 5.3 | 5.4 | 15.3
COc1ccc(N(CC(=O)NCc2ccccn2)S(=O)(=O)c2ccccc2[N+](=O)[O-])c(OC)c1 | -13.4 | -16.5 | -17.4 | -10.3 | -6.0 | 0.0 | 1.5 | 0.7 | 3.3 | -4.1 | 5.4
CCn1c(N)nc2c1c(=O)n(C)c(=O)n2C | 1.9 | 17.4 | 8.1 | 0.5 | 5.2 | 12.2 | -25.6 | 23.2 | 15.0 | 3.1 | 11.9
Cc1cnc(CNC(=O)c2ccc3oc(Cc4ccccc4)nc3c2)[nH]1 | 13.3 | -6.5 | -2.7 | -20.5 | · | -21.3 | 15.8 | 3.5 | 19.7 | 10.4 | -3.0
Cc1cccc(C(=O)Nc2ccc(C(=O)/C=C/c3ccncc3)cc2)c1 | 57.6* | 84.7 | 4.6 | -37.6 | 38.3 | -13.4 | -30.4 | -8.0 | 23.6 | -27.4 | 19.3

A portion of the library; count on the stated rates, not on these rows.
